Compound activity (PubChem BioAssay)
CHRM5 agonist: CHRM5 agonism in calcium assay. AID 624037. activation, % at 3 µM. 0.19% of 360,000 active. CHO-K1 hM5 cells, Fluo-8 calcium fluorescence; 0% DMSO wells, 100% maximal acetylcholine response. P08912;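 active = activation above the run's mean over test compounds plus 3 SD, cut at about 23% in these data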;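 also: signal is peak over basal fluorescence ratio across the kinetic read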
Target sequence (P08912 whole entry, looked up): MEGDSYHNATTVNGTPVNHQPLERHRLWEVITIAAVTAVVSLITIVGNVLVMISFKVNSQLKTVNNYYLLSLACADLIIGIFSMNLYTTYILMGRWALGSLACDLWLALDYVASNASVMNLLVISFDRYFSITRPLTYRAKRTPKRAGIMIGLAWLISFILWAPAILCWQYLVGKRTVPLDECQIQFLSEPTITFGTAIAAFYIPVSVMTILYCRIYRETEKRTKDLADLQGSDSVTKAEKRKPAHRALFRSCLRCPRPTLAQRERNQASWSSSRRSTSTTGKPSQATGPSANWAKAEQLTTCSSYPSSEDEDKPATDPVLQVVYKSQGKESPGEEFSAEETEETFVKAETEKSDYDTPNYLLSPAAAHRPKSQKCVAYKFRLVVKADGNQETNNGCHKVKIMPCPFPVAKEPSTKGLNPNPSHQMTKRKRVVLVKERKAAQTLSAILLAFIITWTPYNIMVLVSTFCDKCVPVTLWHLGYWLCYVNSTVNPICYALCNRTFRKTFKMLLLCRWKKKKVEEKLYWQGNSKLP
M4 PAM: potentiates acetylcholine response at human M4 receptor | P08173 | CHO-K1 hM4/Gqi5, Fluo-8 calcium fluorescence, ACh EC20; 0% = ACh EC20, 100% = maximal ACh | activation, % at 3 µM | 0.4% of 360,000 active;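 active = activation above its plate's cutoff, the mean activation of sample wells plus 3 SD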; also: some results filed as inactive read as strong as hits
M4 antag: antagonists of human muscarinic M4 receptor (CHRM4) | P08173 | 0.73% of 360,000 active | CHO-hM4 cells, ACh EC80, Fluo-8 calcium fluorescence | AID 624125 | inhibition, % at 3 µM;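 active = inhibition above its plate's cutoff, the mean inhibition of sample wells plus 3 SD, cut at about 27% in these data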;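 also: 0% = acetylcholine EC80 with DMSO and 100% = DMSO without agonist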
M5 PAM: CHRM5 positive allosteric modulation. CHO-K1 hM5, Fluo-8 calcium, ACh EC20 PAM; 0% = ACh EC20, 100% = ACh EC100. 0.3% of 360,000 active. P08912. activation, % at 3 µM;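 active = activation above the run cutoff, the mean activation of all test compounds plus 3 SD, cut at about 18% in these data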
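Test system: CHO-K1 hM5 cells / Doses: single-point, 3 µM nominal / Times: Post-acetylcholine fluorescence recording 140 s / Technique: Fluo-8 calcium fluorescence / Measure: Max/basal fluorescence ratio as % of EC20–EC100 ACh window / Benchmarks: low control EC20 acetylcholine (0%), high control EC100 acetylcholine (100%) / Replicates: one well per compound, no replicates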
CHRM4 agonist: CHRM4 agonism in calcium assay; P08173; CHO-K1 hM4/Gqi5, Fluo-8 calcium fluorescence; vehicle 0%, full acetylcholine response 100%; activation, % at 3 µM; 0.14% of 360,000 active; AID 624127;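 active = activation above the run mean over all test wells plus 3 SD, cut at about 32% in these data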;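 also: peak over basal fluorescence ratio per well then scaled between controls; 0% = DMSO wells and 100% = acetylcholine at EC100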
CHRM1 PAM: positive allosteric modulators of human M1 muscarinic receptor. P11229. CHO-K1 hM1, Fluo-8 calcium fluorescence, ACh EC20; 0% = ACh EC20, 100% = maximal ACh. activation, % at 3 µM. 0.088% of 360,000 active. AID 588819; in the data active = activation above about 19%, passing the limit was not always enough
Target sequence (P11229 whole entry, looked up): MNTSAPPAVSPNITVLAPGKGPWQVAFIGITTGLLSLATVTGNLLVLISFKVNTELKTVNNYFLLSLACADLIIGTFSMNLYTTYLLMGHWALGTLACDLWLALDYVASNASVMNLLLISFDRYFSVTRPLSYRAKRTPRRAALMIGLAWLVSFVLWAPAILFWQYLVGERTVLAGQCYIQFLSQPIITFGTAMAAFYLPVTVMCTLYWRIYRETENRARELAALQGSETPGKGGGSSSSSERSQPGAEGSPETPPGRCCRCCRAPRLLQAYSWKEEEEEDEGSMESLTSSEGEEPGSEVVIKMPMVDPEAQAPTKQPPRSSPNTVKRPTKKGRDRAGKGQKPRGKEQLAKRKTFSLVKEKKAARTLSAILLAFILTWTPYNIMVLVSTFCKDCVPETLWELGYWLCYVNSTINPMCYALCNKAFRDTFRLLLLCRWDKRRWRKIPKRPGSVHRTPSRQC
CRFR2-BP ag: agonists of human CRF-binding protein/CRF-R2 receptor complex | HEK293 CRF-R2/CRF-BP, calcium dye fluorescence (FLIPR); percent of saturating CRF peptide response | activation, % at 13.2 µM | 0.46% of 350,000 active | AID 588473;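 active = activation of at least 50%, plus an integration ratio under a set limit after plate pattern correction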;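 also: plate controls were neutral control wells without compound for no effect and CRF at EC100 for full effect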
CRFBP-R2 block: antagonists of CRF-binding protein/CRF-R2 receptor complex; HEK293 CRF-R2/CRF-BP, CRF-induced calcium fluorescence; inhibition, % at 11.8 µM; 0.59% of 350,000 active; AID 588475;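 active = inhibition of the ligand-induced calcium signal above about 50% at the single tested concentration, limit read from the data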
M5 antag: CHRM5 antagonism in calcium assay. CHO-hM5 cells, Fluo-8 calcium fluorescence, ACh EC80. inhibition, % at 3 µM. 0.59% of 360,000 active;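 active = inhibition above a per-plate cutoff, the mean of that plate's test compounds plus 3 SD, cut at about 27% in these data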;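 also: 0% = acetylcholine EC80 with DMSO and 100% = DMSO without agonist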
Active calls of the source: *; x = no result given.

SMILES	CHRM5 agonist	M4 PAM	M4 antag	M5 PAM	CHRM4 agonist	CHRM1 PAM	CRFR2-BP ag	CRFBP-R2 block	M5 antag
C[C@H]1COC(=O)[C@@H](Cc2ccc(F)cc2)CC/C=C/C[C@H](CC(=O)N(CCO)Cc2ccccc2)C(=O)N1	1.1	-6.7	5.4	-14.7	17.1	-6.8	-3.6	-1.2	15.7
COc1cc(/C=C/c2ccc3cccc([N+](=O)[O-])c3n2)ccc1OCC#N	-3.6	-0.6	-7.3	-11.4	9.4	-2.2	1.1	0.7	11.0
N#Cc1nc(-c2ccco2)oc1N1CCOCC1	0.5	9.8	-3.9	-3.4	0.3	1.8	-0.8	-9.4	-1.1
CCOC(=O)N1CCN(C(=O)CS(=O)(=O)Cc2nc(-c3ccccc3F)oc2C)CC1	1.2	6.4	-13.7	-0.9	3.9	1.8	-1.1	3.2	-9.2
CCOC(=O)N1CCN(c2nc3ccccc3nc2C(C#N)C(=O)NCCc2ccccc2)CC1 (stereo not drawn)	0.2	-4.2	4.8	-5.5	-0.7	0.9	17.1	1.2	0.4
O=C(CCCCCN1C(=O)c2ccccc2C1=O)Nc1ccccc1F	1.4	-3.7	-3.7	-9.1	3.5	-2.2	0.3	10.7	-0.5
CCc1ccc(CCC(=O)Nc2ccc(Br)cc2)o1	-3.5	-1.6	-1.9	-8.8	0.7	8.1	-2.3	-3.7	10.7
O=C(Cc1csc(-c2cccc(Cl)c2)n1)Nc1cccc(S(=O)(=O)NC2=NCCC2)c1	-4.0	7.2	-24.8	5.5	6.5	5.6	-0.5	3.9	0.9
COc1ccc(OCC(=O)Nc2ccc3c(c2)nc(CN2CCCC2)n3C)cc1	-3.0	0.8	-1.3	-0.2	0.2	-0.6	-0.1	6.2	0.3
CNc1nc(Oc2cccc(F)c2)c2sccc2n1	-1.7	-3.9	3.6	-5.4	0.2	-2.8	x	x	10.9
CCOc1ccccc1CNC(=O)c1cn(C)c(=O)c2c1c1ccccc1n2C	2.4	8.7	2.3	6.1	0.2	4.0	-0.7	6.5	1.1
Cc1ccc(Cl)cc1N1CCN(Cc2nc3c(c(=O)[nH]c(=O)n3C)n2Cc2ccccc2F)CC1	0.9	4.6	-7.4	0.7	-0.1	9.6	0.5	-36.2	-3.2

Brought forward from above: 2 entries, followed by the next part.
SMILES	CHRM5 agonist	M4 PAM	M4 antag	M5 PAM	CHRM4 agonist	CHRM1 PAM	CRFR2-BP ag	CRFBP-R2 block	M5 antag
CCOc1ccccc1CNC(=O)c1cn(C)c(=O)c2c1c1ccccc1n2C	2.4	8.7	2.3	6.1	0.2	4.0	-0.7	6.5	1.1
Cc1ccc(Cl)cc1N1CCN(Cc2nc3c(c(=O)[nH]c(=O)n3C)n2Cc2ccccc2F)CC1	0.9	4.6	-7.4	0.7	-0.1	9.6	0.5	-36.2	-3.2
O=C(O)COc1ccc(Oc2ccccc2)cc1	2.5	13.5	-13.7	-0.8	0.7	13.5	-1.5	8.0	-5.4
COc1cc2ncnc(NCc3ccc(Cl)cc3)c2cc1OC	-1.6	-1.3	2.4	-2.0	4.6	4.2	-1.1	-6.5	7.5
CC(C)Cc1nc(C(N)=O)c2[nH]c(=O)n(-c3ccc(F)cc3)c2n1	-0.2	-0.2	-13.2	1.3	1.9	8.1	1.6	8.7	-4.0
Cc1ccccc1C(=O)N1CCC(C(=O)Nc2cccc(S(=O)(=O)N3CCCCC3)c2)CC1	-3.5	3.9	-12.8	-5.7	7.7	5.6	-0.2	-4.6	6.9
CCOc1ccc(N/C=C/C(=O)c2ccccc2)c([N+](=O)[O-])c1	-1.8	2.8	-2.5	-6.6	3.6	1.6	4.0	-66.8	18.3
COc1c(C)cc(NC(=O)c2ccc3c(c2)NC(=O)CO3)cc1C	4.2	-12.3	12.4	-3.6	2.2	3.2	-0.6	3.6	14.3
CCNC(=O)C1CCCN(C(=O)c2ccc(C(F)(F)F)cc2)CC1 (stereo not drawn)	0.5	-1.4	-5.3	1.9	1.2	1.3	x	x	-1.2
Cc1cccc(C)c1NC1=NC(=S)N(c2ccc(C(=O)O)cc2)C12CCCCC2	6.2	0.9	1.7	4.7	0.9	3.8	0.1	19.5	1.6
COC(=O)c1sc(NC(=O)CSc2nc3cccnc3n2C2CCCCC2)nc1C	-7.3	17.5	-8.9	-0.4	0.3	8.0	0.5	11.4	-7.1
Cc1ccc(C(=O)Nc2cccc(C(=O)N3CCN(C)CC3)c2)cc1	1.0	9.2	3.3	1.7	1.1	12.1	0.8	0.4	-6.5
CCOC(=O)C1=C(COC(=O)Cc2ccc(Br)cc2)NC(=O)NC1C (stereo not drawn)	1.0	-8.3	9.4	-4.6	13.9	-1.3	-1.2	-12.9	14.3
CC(C)CCNC(=O)C1(O)c2ccccc2NC(=O)N1c1ccc(Cl)cc1 (stereo not drawn)	1.6	-7.8	15.5	-5.7	5.3	-5.2	0.4	-13.8	19.6
CCc1ccc(NC(=O)CN(c2ccccc2)S(=O)(=O)N(C)C)cc1	-0.5	6.6	-8.8	-3.8	2.0	-1.7	3.7	-19.5	-7.0
COc1ccccc1OCC(=O)OCC(=O)NCCN1C(=O)CSC1=O	2.0	5.6	-2.1	1.1	0.8	10.6	0.7	3.3	3.9
Cc1ccc(S(=O)(=O)N2CCOCC2)cc1C(=O)Nc1cccc(S(=O)(=O)N2CCCC2)c1	-4.0	-7.2	2.6	-5.5	5.6	6.9	-0.5	9.7	-3.9
N#CCN1CCN(CCC(=O)Nc2ccc(OCc3ccccc3)cc2)CC1	-2.3	9.8	10.8	4.4	1.8	5.7	-1.7	11.1	0.2
COc1ccc2cc(-c3[nH]ncc3CN3CCCC3c3nonc3C)ccc2c1 (stereo not drawn)	3.1	1.2	4.4	0.5	4.7	7.2	-1.2	-5.2	-2.7
O=C(NCc1nnc(SCC(=O)N2CCCCC2)o1)c1c(F)cccc1F	-2.6	1.3	-5.8	-3.9	1.2	-0.6	0.6	5.2	11.4
C[n+]1cccc2cccc([O-])c21	-1.7	-8.6	2.8	0.7	0.1	2.5	3.4	-24.5	13.3
O=C(Cn1c(CC(=O)N2CCCC2)nc2ccccc21)NCc1ccccc1	3.3	-1.4	-2.1	10.1	0.3	0.7	-2.5	5.2	-20.1
O=C(NCC1(N2CCCCC2)CCCCC1)c1cccc(S(=O)(=O)Nc2ccccc2Cl)c1	-6.4	4.1	-18.0	-12.6	-0.2	1.4	-1.8	0.8	-0.3
CC(C)C(=O)Nc1nc(-c2ccc(S(=O)(=O)N3CCOCC3)cc2)cs1	1.9	-6.5	-14.7	-9.1	10.9	1.8	-5.7	-12.8	-2.9
O=C(O)c1ccc(N/N=C/c2ccc(-c3ccc(Br)cc3)o2)cc1	-1.1	2.2	-13.6	3.0	1.9	4.9	-0.6	-20.0	-9.6
COc1ccccc1/C=N/N1C(=O)c2cccc3cccc(c23)C1=O	-1.4	-3.2	-1.8	-2.2	0.8	-3.6	-3.4	-3.1	2.2
Cc1cc(C)cc(NC(=O)C(OC(=O)c2ccc([N+](=O)[O-])o2)c2ccccc2)c1 (stereo not drawn)	-3.9	-7.4	6.4	-6.2	-0.9	-9.1	-2.2	0.9	8.6
CCc1ccc(-c2cc(C)no2)cc1S(=O)(=O)NC(C)Cc1ccco1 (stereo not drawn)	-6.2	-1.1	-4.9	-3.9	1.4	-0.8	0.8	4.3	4.3
O=S(=O)(NCC(c1ccc2c(c1)OCO2)N1CCOCC1)c1ccc(Cl)cc1 (stereo not drawn)	-0.1	0.2	-1.2	7.9	1.5	6.8	-3.5	2.9	-2.5
OC(COc1ccccc1Cl)CN1CCN(CC(O)COc2ccccc2Cl)CC1 (stereo not drawn)	-0.7	-8.7	6.7	-40.9	23.5	-14.8	6.1	-1.3	13.7
CC(C)OP(=O)(c1ccccc1)c1ccccc1	-2.2	14.1	7.1	2.3	-1.0	11.5	-2.2	5.8	2.8
Cc1nc(-n2nnc3ccccc32)c2c3c(sc2n1)CCCC3	-9.6	0.9	-10.4	0.6	-3.1	-16.4	-0.1	23.0	-7.4
COc1ccc(/C=c2\s/c(=C\C(=O)C(C)(C)C)[nH]c2=O)cc1O	19.0	-11.7	25.3	-8.0	3.4	-2.3	0.5	-4.1	-1.1
CS(=O)(=O)N1CCN(c2ccccc2NC(=S)NC(=O)c2ccco2)CC1	-2.5	0.5	-13.9	-1.8	2.2	11.6	-2.2	6.0	5.3
FC(F)(F)c1ccccc1Cc1c(C2CCCCC2)nc2ccc(Br)cn12	-0.5	1.3	-13.7	1.9	0.4	3.6	x	x	-7.2
COCCNC(=O)c1ccc(CN2CCc3ccccc3C2)cc1	-1.7	-9.9	4.0	3.7	1.0	-1.3	-1.5	9.5	-6.0
CCCCCCN1C[C@H](O)[C@@H](n2cc(COC(=O)c3ccccc3)nn2)C[C@@H]1c1ccc(Cl)cc1	0.7	6.2	-8.3	-2.8	-0.1	0.0	3.1	-4.8	3.1
COc1ccccc1NS(=O)(=O)c1cccc(C(=O)NNC(=O)C(NC(N)=O)C(C)C)c1 (stereo not drawn)	0.7	-2.8	-7.2	-1.8	0.6	9.6	1.1	-9.3	-4.3

An excerpt from above in order of the M4 antag value, largest number first.
SMILES	CHRM5 agonist	M4 PAM	M4 antag	M5 PAM	CHRM4 agonist	CHRM1 PAM	CRFR2-BP ag	CRFBP-R2 block	M5 antag
COc1ccc(/C=c2\s/c(=C\C(=O)C(C)(C)C)[nH]c2=O)cc1O	19.0	-11.7	25.3	-8.0	3.4	-2.3	0.5	-4.1	-1.1
CCc1ccc(-c2cc(C)no2)cc1S(=O)(=O)NC(C)Cc1ccco1 (stereo not drawn)	-6.2	-1.1	-4.9	-3.9	1.4	-0.8	0.8	4.3	4.3
CCCCCCN1C[C@H](O)[C@@H](n2cc(COC(=O)c3ccccc3)nn2)C[C@@H]1c1ccc(Cl)cc1	0.7	6.2	-8.3	-2.8	-0.1	0.0	3.1	-4.8	3.1
CS(=O)(=O)N1CCN(c2ccccc2NC(=S)NC(=O)c2ccco2)CC1	-2.5	0.5	-13.9	-1.8	2.2	11.6	-2.2	6.0	5.3

(cont.)
SMILES	CHRM5 agonist	M4 PAM	M4 antag	M5 PAM	CHRM4 agonist	CHRM1 PAM	CRFR2-BP ag	CRFBP-R2 block	M5 antag
Cc1cc(C)n(C(=O)CNC(=O)c2ccco2)n1	1.6	0.3	-6.0	2.4	0.7	-4.0	1.3	9.8	4.1
CCS(=O)(=O)c1nc(S(=O)(=O)c2ccc(C)cc2)c(N2CCN(C)CC2)s1	-9.6	-4.2	6.5	-2.0	1.7	0.1	0.2	-31.3	0.0
Cc1ccccc1P(=O)(c1ccccc1)c1ccccc1C	0.0	-1.3	-6.4	-6.0	-1.2	-5.3	-2.1	4.6	18.8
O=C(CCn1nnc2ccccc21)Nc1nnc(Cc2ccccc2)s1	-0.3	10.4	-5.1	2.7	4.3	10.2	-0.7	0.9	0.1
Cc1cc(C)n2nc(SCCC(=O)NCCc3ccccc3)nc2n1	2.9	-3.4	5.6	0.0	1.5	-6.1	3.9	3.6	0.3
Cc1cc(N2O[C@]34C=C[C@]25C[C@@H](O)CC[C@]5(C)C3CC[C@]2(C)[C@@H]([C@H](C)/C=C/[C@H](C)C(C)C)CC[C@H]24)no1 (stereo partly drawn)	2.3	6.1	2.2	0.2	1.1	13.1	0.6	-10.8	4.1
COc1ccc(Cl)cc1Nc1cc(C)nc2ccccc12	-11.7	-6.7	7.6	0.2	2.1	0.6	-1.5	-0.5	1.6
COc1cc(NC(=O)CC(C)n2ccnc2)cc(OC)c1 (stereo not drawn)	-3.9	1.5	-10.6	-2.4	1.4	-0.6	2.3	-9.1	0.9
